LGR2 inh = inhibitors of bursicon-induced LGR2 CRE-luciferase signal, primary screen, cell-based, HEK293, CRE-luciferase reporter, bursicon stimulation | bursicon-stimulated, 4 h | inhibition, % at 9.99 µM | 380,000 tested, 0.35% active | AID 720647, 2013 | Drosophila bursicon receptor LGR2 (rickets);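 active = drop in luminescence signal, shown as inhibition above about 50% in the replicate tests, limit read from the data, passing the limit was not always enough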;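 also: agonist challenge used bursicon conditioned medium at about half maximal strength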
PAX8 reporter = inhibitors of PAX8-driven TPO luciferase reporter, primary screen, RMG-I cells, single concentration | SteadyGlo, 24 h | inhibition, % at 12.6 µM | 360,000 tested, 1.2% active | AID 652154, 2013;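 active = mean replicate inhibition at least 60% with every replicate also reaching 60%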;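 also: luciferase light reporting Pax8 driven TPO promoter activity; plate controls were median of neutral control wells for no effect and mitoxantrone controls for full effect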
INS-1E GSIS act = GLuc luminescence reporter in INS-1E cells, primary screen for activators of glucose-dependent secretion of insulin; INS-1E GLuc reporter insulin secretion, 2-3 h; activation, % at 16.6 µM; 370,000 tested, 0.61% active; AID 743287, 2014;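 active = lowest replicate activation of at least 40%, so every replicate reaches that level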;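 also: 0% = median of neutral control wells and 100% = median of IBMX positive control wells; some compounds called inactive have numbers as strong as hits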
ARNT-TACC3 inh = disruptors of ARNT/TACC3 protein interaction, primary screen, biochemical, AlphaScreen, single concentration | AlphaScreen His-ARNT PAS-B/GST-TACC3 binding, luminescence; TACC3 fragment carries E629A point mutation | Transforming acidic coiled-coil-containing protein 3 (Homo sapiens), Q9Y6A5 | inhibition, % at 9.99 µM | 390,000 tested, 0.66% active | AID 623870, 2012;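 active = mean inhibition of replicates at least 50% and at least half of replicates each reaching 50%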;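 also: 0% = complete ARNT plus TACC3 wells and 100% = ARNT alone without TACC3; many hits fall short of the cut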
PGC1a acetyl inh = inhibitors of PGC1a acetylation signal, primary screen, cell-based, U2OS, AlphaScreen, inhibitor mode. 350,000 tested, 0.17% active. AlphaScreen anti-acetyl-lysine; with virally co-expressed GCN5 acetyltransferase. AID 651687, 2012. inhibition, % at 15.6 µM;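 active = every replicate shows inhibition of at least 40%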;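 also: 0% = neutral control wells and 100% = positive control wells; some results beyond the cut were filed as inactive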
Cneo AK release = Cryptococcus neoformans cell lysis inducers, primary screen, AK release luminescence, single concentration; C. neoformans lysis, adenylate kinase release luminescence, 4 h; normalised: neutral wells 0, clomiphene wells 100; lysis activity, % at 15 µM; AID 651654, 2012; 360,000 tested, 0.2% active;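 active = mean lysis activity across replicates of at least 80%, whatever share of replicates individually reach that level; inactive = mean lysis activity below 80%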
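Assay system: log-phase C. neoformans yeast / Quantity: yeast cell density of 5 × 10^6 cells/mL / Medium: fresh YPD growth medium / Compound: single dose / Timing: static 4 h at 37 °C with compound, 1 h detection / Measured by: adenylate kinase release luminescence / Read-out: lysis from increased AK signal / Benchmarks: Clomiphene as positive lysis control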
PglD DTNB = C. jejuni PglD acetyltransferase inhibitors, primary screen, biochemical, DTNB colorimetric, single point; UDP-N-acetylbacillosamine N-acetyltransferase PglD (Campylobacter jejuni); AID 602405, 2012; 360,000 tested, 0.098% active; inhibition, % at 12.5 µM; purified PglD enzyme, DTNB colorimetric CoA detection; in the data active = inhibition above about 16%, passing the limit was not always enough; also: strong numbers were not always called active
C2C12 statin = suppressors of statin myotoxicity in C2C12 myotubes, primary screen, cell-based, single point, plate reader; C2C12 myotubes + simvastatin, ATP luminescence, 48 h; scaled: DMSO 0, geranylgeraniol control 100; rescue of ATP level, % at 7.49 µM; 330,000 tested, 0.78% active; AID 602340, 2012;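 active = mean ATP rescue above about 67%, or every replicate alone reaching that limit, limit read from the data, passing the limit was not always enough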;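 also: myotubes were challenged with 10 µM simvastatin during compound exposure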
Active calls of the source: *; . = no result given; & = joins results of further samples.

SMILES	LGR2 inh	PAX8 reporter	INS-1E GSIS act	ARNT-TACC3 inh	PGC1a acetyl inh	Cneo AK release	PglD DTNB	C2C12 statin
CCCNC(=O)C[C@H]1C[C@@H]2c3cc(NS(=O)(=O)c4ccc(F)cc4)ccc3O[C@@H]2[C@H](CO)O1	7	-10	16	-7	1	-2	1	0
O=C1CCN(Cc2ccc(Br)cc2)CCN1CCO	-1	12	8	-3	-2	0	5	8
OCC[C@@H]1C[C@H](O)[C@@H](O)[C@@]2(Cc3ccccc3CCO2)O1	-15	19	1	-1	5	0	4	7
O=C(NCc1cccs1)c1ccc(Br)o1	0	-16	20	-3	18	0	-6	.
COc1ccc(S(=O)(=O)Nc2ccc3c(c2)C(=O)N([C@H](C)CO)C[C@H](C)[C@@H](CN(C)S(=O)(=O)c2ccc(F)cc2)O3)cc1	1&-3	-7	-17&6	2&-1	-1&-2	1&-5	1&6	15
COc1cc(S(=O)(=O)NC2CCCCC2C)ccc1Cl (stereo unspecified)	.	.	.	-11	-4	-1	1	-4
CC(=O)Oc1ccccc1C(=O)N(C1CCCCC1)C1CCCCC1	11	44	5	-26	.	-1	-4	0
COc1ccc(Cc2nnc(N/N=C/c3ccc(Br)cc3)[nH]c2=O)cc1OC	11	-10	0	2	-2	1	5	2
O=C(NCCc1ccc2c(c1)OCCO2)c1ccc(F)cc1	-46	-38	22	-3	.	.	.	.
CCOC(=O)Cn1cnc([N+](=O)[O-])n1	.	.	.	2	-12	4	2	4
CN(C)S(=O)(=O)c1ccc(NC(=O)c2cc3ccccc3o2)cc1	.	.	.	.	2	4	2	-73
CC(=O)Nc1ccc(C(=O)OCC(=O)N2CCCC2)cc1	1	-7	19	-5	-15	2	0	-11
COc1ccc(OC)c(S(=O)(=O)N2CCC(C(=O)Nc3ccccc3)CC2)c1	16	-13	-8	.	-7	-2	-3	91*
Cc1ccc(-c2ccc3c(c2)O[C@@H](CN(C)Cc2ccc(C(=O)O)cc2)[C@H](C)CN([C@@H](C)CO)S3(=O)=O)cc1	0	.	2	4	6	-4	1	14
CC(=O)c1c(C)[nH]c(C(=O)NCc2cccc(Cl)c2)c1C	6	-1	-2	-6	.	.	.	.
CCC(=O)Nc1sc2c(c1C(N)=O)CCN(C(C)=O)C2	-9	0	.	-5	-4	1	2	8
CCCCn1c(N)c(Sc2ccccc2)c(=O)[nH]c1=O	0	.	.	-3	2	2	2	-12
CC(C)Nc1nc(-c2ccccc2F)c2sc(-c3ccccc3)cc2n1	-25	-14	33	.	.	-1	5	-6
Cc1cc(SCC(=O)N2c3ccccc3NC(=O)CC2C)nc2ccccc12 (stereo unspecified)	7	25	.	.	0	1	-4	12
CCc1ccc(N(CC(=O)NCC2CCCO2)C(=O)CCC(=O)Nc2nccs2)cc1 (stereo unspecified)	7	-3	9	-6	10	0	2	-5
COc1ccc(N=Nc2cc(OC)c(N)cc2OC)cc1	-41	3	-6	19	17	-1	-2	2
C[C@@H]1CCCCO[C@@H](CN(C)S(=O)(=O)c2ccc(Cl)cc2)[C@H](C)CN([C@H](C)CO)C(=O)c2cc(NS(=O)(=O)c3ccc(Cl)cc3)ccc2O1	17	90*	0	-9	6	8	-2	.
Cc1c(NC(=O)COC(=O)c2cc(-c3cccc4ccccc34)nc3ccccc23)c(=O)n(-c2ccccc2)n1C	4	-25	-31	-4	.	.	.	.
Cc1ccc(S(=O)(=O)N(C)C(C)CCc2ccco2)cc1 (stereo unspecified)	6	-8	-42	-4	-4	2	6	-54
COc1cc2c(=O)n(C)c3ccccc3c2cc1OC	5	17	.	.	5	-2	-5	13
O=S(=O)(c1ccccc1)N1C[C@@H]2[C@H](c3ccccc31)[C@@H](CO)N2Cc1ccccc1	-6	6	-1	1	-8	-1	1	17
Cn1c(C(=O)NCCN2CCN(c3ccccc3F)CC2)cc2c(=O)n(C)c3ccccc3c21	13	13	18	-4	-2	-3	5	-15
NNC(=O)Cc1cn(-c2ncc(C(F)(F)F)cc2Cl)c2ccccc12	.	.	.	8	9	5	-7	4
CC(=O)Nc1cccc(-c2csc(C(O)c3cccc(Cl)c3)n2)c1 (stereo unspecified)	-9	-7	-23	.	-12	-4	-1	13
O=C(Nc1ccc(F)cc1)N[C@@H]1CC[C@@H](CCn2cc(-c3ccc(F)cc3)nn2)O[C@H]1CO	-18	-69	-2	-2	1	-3	-1	1
O=C(C[C@@H]1C=C[C@H](NS(=O)(=O)c2ccc(F)cc2)[C@@H](CO)O1)N1CCC(Cc2ccccc2)CC1	0	2	-22	6	-6	4	3	11
CCc1ccc(OCC(=O)Nc2ccc(S(=O)(=O)N3CCOCC3)cc2)cc1	15	-3	-14	-5	.	-1	-2	-4
C[C@@H]1CN([C@@H](C)CO)C(=O)c2cccc(N(C)C)c2O[C@@H]1CN(C)Cc1ccc(Cl)c(Cl)c1	5	33	-8	.	4	0	0	-11
C[C@H]1CN([C@@H](C)CO)C(=O)c2cc(-c3ccncc3)cnc2O[C@@H]1CN(C)C(=O)C1CCOCC1	9	.	21	-11	-8	2	2	.
CC=Cc1ccc2n(c1=O)C[C@H]1[C@H](CO)[C@@H](C(=O)NCCC)N(Cc3ccccn3)[C@@H]21 (mixture of isomers)	-27	-4	13	18	-9	0	-1	8
CCN(CC(=O)Nc1c(F)cccc1F)C(=O)C1=COCCO1	12	-11	12	-5	9	3	2	-13
COc1ccc2c(c1)[C@H]1[C@H](CO2)[C@H](c2ccccc2)[C@]2(C)C(=O)Nc3cc(F)ccc3C(=O)N12	16	13	.	3	.	1	3	-2
O=C(C[C@@H]1CC[C@@H]2[C@H](COC[C@H](O)CN2Cc2ccc(F)cc2)O1)NCc1ccccc1Cl	-23	53	-29	-7	-18	-3	2	19
COC(=O)C1=C(O)/C(=C\c2ccc(CNC(=O)C(=O)Nc3ccc(C)c(C)c3)o2)N=C1C	8	.	-6	-4	24	.	.	.
O=C(NCc1ccco1)C1CCN(c2nc3ccccc3n2Cc2ccccc2F)CC1	.	-133	.	-4	-7	-2	-1	-5
OC[C@@H]1CN(Cc2cccc(C(F)(F)F)c2)C[C@H](n2cnc3c(NCc4ccco4)ncnc32)O1	-5	19	-4	.	-7	0	6	6
CS(=O)(=O)N1[C@@H](C#N)[C@@H](c2ccccc2-c2ccccc2)[C@@H]1CO	11	4	-1	.	0	.	.	.
CCOc1ccccc1NC(=O)COc1coc(CN2CCc3ccccc3C2)cc1=O	-9	18	-2	-1	-21	-6	0	5
O=C(CCCN1CCC(O)(c2ccc(Br)cc2)CC1)c1ccc(F)cc1	-5	7	.	-2	-11	2	2	-2
COC(=O)Nc1ccc(N2CCOCC2)c(S(=O)(=O)N2CCOCC2)c1	-26	10	4	-3	-4	-3	-1	7
CCC(CC)c1nnc(NC(=O)c2cc([N+](=O)[O-])ccc2N2CCOCC2)s1	-4	4	-9	.	-1	0	-4	-6
CN1CCN(C(=O)C[C@@H]2C=C[C@H](NC(=O)c3ccc4c(c3)OCO4)[C@@H](CO)O2)CC1	-1	-3	9	7	-2	1	1	2
O=C(NCCN1CCN(C(=O)c2cccc(Br)c2)CC1)C(=O)Nc1ccc(Br)cc1	-5	37	-17	-5	6	-1	-2	3

Part of the list above, with values under each structure:
Fields – LGR2 inh | PAX8 reporter | INS-1E GSIS act | ARNT-TACC3 inh | PGC1a acetyl inh | Cneo AK release | PglD DTNB | C2C12 statin
CCOc1ccccc1NC(=O)COc1coc(CN2CCc3ccccc3C2)cc1=O
    -9 | 18 | -2 | -1 | -21 | -6 | 0 | 5
O=C(C[C@@H]1CC[C@@H]2[C@H](COC[C@H](O)CN2Cc2ccc(F)cc2)O1)NCc1ccccc1Cl
    -23 | 53 | -29 | -7 | -18 | -3 | 2 | 19

New compounds follow.
SMILES	LGR2 inh	PAX8 reporter	INS-1E GSIS act	ARNT-TACC3 inh	PGC1a acetyl inh	Cneo AK release	PglD DTNB	C2C12 statin
COc1ccc(C(=O)NCc2nnc(SCC(=O)c3ccccc3)o2)cc1	-13	24	-3	0	-8	0	-2	10
CCCC1(C(=O)OCC)NC(c2ccc(OC)cc2OC)C2C(=O)N(c3ccccc3)C(=O)C21 (stereo unspecified)	.	.	.	2	-6	-3	-2	-3
COc1ccccc1CCNC(=O)CNC(=O)Cc1cccc2ccccc12	9	21	-11	-3	-1	-1	-4	11
Cc1ccc(-n2nnnc2SCC(=O)N(CC(C)C)c2c(N)n(CC(C)C)c(=O)[nH]c2=O)cc1	11	8	-21	-5	-4	.	.	.
Cc1cc(C)c(S(=O)(=O)N(C)CC(=O)NCC2CCCO2)c(C)c1 (stereo unspecified)	2	5	8	-1	-4	0	-3	-46
Nc1c(Br)cc2c(c1Br)C(O)c1ccccc1-2 (stereo unspecified)	-17	4	18	3	23	.	.	.
O=C1CN(C(=O)CSc2nc3ccccc3n2CCc2ccccc2)c2ccccc2N1	-1	4	1	2	.	.	.	.
Cc1cc(Nc2ccccc2Cl)nc(-c2ccccc2O)n1	-20	-10	-1	4	-16	-7	-8	-9
O=C(C1CCCN(S(=O)(=O)c2ccccc2)C1)N1CCN(c2ncccn2)CC1 (stereo unspecified)	.	.	.	.	-9	1	0	3
Cc1ccccc1N1CCN(Cc2cc3c(cc2[N+](=O)[O-])OCO3)CC1	25	5	0	8	-4	-2	-7	-7
CC(=O)N1CCc2cc(S(=O)(=O)NCC(=O)NCc3ccc(F)cc3)ccc21	-4	-4	-15	-7	7	0	-2	5
O=C(NCC1CCCCC1)[C@H]1[C@H](CO)[C@H]2Cn3c(ccc(-c4ccccc4)c3=O)[C@@H]1N2	-8	-16	9	-10	-8	-3	0	-4
Cc1ccc(-c2noc(CN(C(=O)c3ccc4c(c3)OCO4)C(C)C)n2)cc1	23	8	16	9	12	12	-4	-36
CN1C(=O)c2cc(NC(=O)Cc3cccs3)ccc2OC[C@H]2O[C@@H](CC(=O)NCCCN3CCOCC3)CC[C@@H]21	-5	-13	4	-1	7	-2	1	-17
COc1ccc(O)c(C(=O)c2cnc3nc4ccccc4n3c2)c1	11	-2	-7	3	.	1	6	.
Cc1ccc(C(=O)NC(C)C2CC3CCC2C3)cc1 (stereo unspecified)	-19	-26	20	.	0	0	0	.
Cc1ccccc1C(=O)NC1CC2CCCC(C1)N2CC(C)C (stereo unspecified)	4	-8	24	.	.	0	-2	1
Cc1nc(NC(=O)CSc2nnc(C)n2CC2CCCO2)sc1C (stereo unspecified)	.	11	.	-5	10	-4	-2	.
COc1ccc(-c2nnc(SCc3nnc(-c4ccccc4)o3)n2-c2ccccc2)cc1	.	.	.	-2	-9	0	1	-23
C[C@H](CO)N1C[C@H](C)[C@H](CN(C)Cc2ccncc2)OCCCC[C@H](C)Oc2ccc(NS(=O)(=O)c3cn(C)cn3)cc2C1=O	-18	-18	21	6	0	-2	-2	.
CN1CCN(C(=O)c2cc3nc(-c4ccco4)cc(C(F)(F)F)n3n2)CC1	3	18	4	0	.	.	.	.
Cc1nc(NCCN2CCOCC2)c2nnn(Cc3c(F)cccc3Cl)c2n1	.	.	.	-4	-4	1	-4	1

Screening results (PubChem)
